Screening data (PubChem BioAssay)
CF NFkB block = inhibitors of cystic fibrosis induced NF-kB; KKLEB NF-kB-GFP reporter, PAF-induced, GFP fluorescence overnight; inhibition, % at 5 µM; actives 0.86% (n = 360,000);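 active means at least 50% inhibition at 5 µM, scaled per plate between neutral and stimulator controls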;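 further: PAF is a Pseudomonas aeruginosa culture filtrate used as stimulus; plate controls were PAF-stimulated DMSO wells for no effect and unstimulated DMSO wells for full effect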
Shn3 inh set2 = Schnurri-3 reporter inhibition in Clone20 osteoblasts; Clone20 osteoblast Shn3 3'UTR firefly luciferase, 24 h; inhibition, % at 12.5 µM; actives 0.52% (n = 360,000);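 active means mean inhibition of at least 75% with every replicate also reaching 75%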;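 further: 0% = median of neutral control wells and 100% = pilot-screen positive control compound; some compounds past the cut are filed as inactive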
TROY NFkB inh = inhibitors of TROY-dependent NF-kB signaling. Q293 LMP1-TROYcd NF-kB luciferase reporter, 4 h. inhibition, % at 10 µM. actives 0.98% (n = 360,000). AID 1347056;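 active means compounds whose plate-normalised and pattern-corrected inhibition of the luciferase reporter signal at the single screening dose is 50% or more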
KKLEB cytotox = reduces viability of KKLEB cystic fibrosis airway cells | KKLEB CF airway cells viability, ATPlite luminescence, overnight; stronger effect = lower value; cells stimulated with P. aeruginosa culture filtrate | activity change (cytotoxicity), % at 5 µM | AID 602141 | actives 0.36% (n = 360,000);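 active means corrected activity change at or below -50% at 5 µM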
HIF-2a block = blocks HIF-2a reporter activity. actives 0.72% (n = 360,000). 786-0 RCC cells HIF-2a reporter, luciferase luminescence, overnight. inhibition, % at 18.8 µM;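 active means inhibition of the luminescence signal of 40% or more relative to plate controls, in a single-dose primary screen at 18.75 µM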
TWEAK Fn14 block = TWEAK-Fn14 signaling inhibition; inhibition, % at 10 µM; TWEAK-stimulated Fn14 reporter cells, luciferase luminescence, 8 h; AID 1159606; actives 2% (n = 360,000); in the data active means inhibition above about 50%
C8 TRAIL sens = caspase-8 TRAIL sensitization; NB7+C8 cells + TRAIL, ATPlite viability luminescence; inhibition (viability loss, TRAIL sensitization), % at 10 µM; actives 1% (n = 360,000); AID 624354;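 active means compounds causing at least 50% loss of cell viability in the single-dose screen, relative to plate controls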
NR2E3 ag-1 = NR2E3 (human) agonism. GST-NR2E3/biotin-RetCOR TR-FRET, 1536-well. inhibition of corepressor binding, % at 4.78 µM. AID 2300. actives 0.12% (n = 320,000);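 active means percent inhibition above the cutoff of mean plus 3 SD of all tested compounds, set per screening campaign, cut at about 20% in these data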;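 further: 0% = DMSO wells and 100% = biotin wells as full block of FRET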
Target sequence (Q9Y5X4 whole entry, looked up): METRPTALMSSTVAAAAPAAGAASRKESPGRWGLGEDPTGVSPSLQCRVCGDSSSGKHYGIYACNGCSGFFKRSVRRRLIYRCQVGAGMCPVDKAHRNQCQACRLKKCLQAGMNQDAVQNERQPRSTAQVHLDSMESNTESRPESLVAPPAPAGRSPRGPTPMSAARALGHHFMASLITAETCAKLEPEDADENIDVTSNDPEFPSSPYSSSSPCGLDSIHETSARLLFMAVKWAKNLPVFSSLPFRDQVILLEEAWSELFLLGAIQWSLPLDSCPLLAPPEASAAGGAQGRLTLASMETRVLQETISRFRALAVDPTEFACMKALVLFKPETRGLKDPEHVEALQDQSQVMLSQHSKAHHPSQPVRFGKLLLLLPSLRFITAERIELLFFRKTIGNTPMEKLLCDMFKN
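Material: NR2E3–RetCOR corepressor complex / Incubation: Compound–protein incubation for 5 h at 4 °C / Dosing: compound at 4.8 µM, single dose / Detection: time-resolved FRET / Benchmarks: high control biotin, low control 0.6% DMSO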
TRPM1 prom inh = reduces MITF-dependent TRPM1 promoter luciferase signal. SK-MEL-5 TRPM1 promoter luciferase, 24 h. inhibition, % at 12.5 µM. actives 0.83% (n = 330,000). AID 488899;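 active means mean inhibition across replicates of 60% or more, whatever share of single replicates reaches that level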; further: values of inactives mirror those of a sister screen read the other way
Peg3 promoter = reduces Peg3 promoter-driven luciferase expression in HeLa. HeLa PEG-Prom luciferase reporter, luminescence, overnight. inhibition, % at 20 µM. actives 1.7% (n = 360,000). AID 588405;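 active means inhibition of at least 50% at 20 µM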
NR2E3 ag-2 = agonists of human NR2E3 nuclear receptor; CHO-S Gal4-NCOR/VP16-NR2E3 two-hybrid, luciferase; AID 602229; actives 0.35% (n = 360,000); inhibition of corepressor binding, % at 3.98 µM;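 active means inhibition above the mean of all tested compounds plus 3 SD, cut at about 70% in these data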;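 further: 0% = DMSO with NR2E3 transfected cells and 100% = cells lacking NR2E3 construct; higher means lower luciferase signal from less NR2E3 corepressor binding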
* marks the source's active call; other numbers are inactive results; / = not tested or not shown.

SMILES	CF NFkB block	Shn3 inh set2	TROY NFkB inh	KKLEB cytotox	HIF-2a block	TWEAK Fn14 block	C8 TRAIL sens	NR2E3 ag-1	TRPM1 prom inh	Peg3 promoter	NR2E3 ag-2
CNC(=S)Nc1cccc(C(C)=O)c1	2	-13	12	-5	9	-20	5	2	-19	9	-10
CCC1CCCCN1C(=O)CCS(=O)(=O)c1ccccc1 (configuration not stated)	-19	-74	33	16	-115	6	-7	-1	-28	-112	-23
COc1ccccc1NC(=O)COC(=O)CCn1c(C)csc1=O	20	2	-5	9	11	-5	-8	0	7	-10	5
CN(CC(=O)Nc1cccc(F)c1)C(=O)c1ccc(N2C(=O)c3ccccc3C2=O)cc1	1	7	4	-1	4	-12	12	3	-2	6	13
CCn1c(SCC(=O)Nc2ccc(C)cc2)nnc1-c1cnccn1	-6	-5	-17	10	-12	-4	6	-4	0	-1	-26
CCc1cc2c(=O)n(Cc3ccco3)c(SCC(=O)NCC3CCCO3)nc2s1 (configuration not stated)	-12	41	8	5	0	18	-11	-1	6	4	2
O=C(Nc1cc(S(=O)(=O)N2CCOCC2)ccc1Cl)C(=O)c1c(-c2ccccc2)cc2ccccn12	-2	30	0	5	13	22	-11	-1	2	34	-45
C=CCN(C(=O)c1csnn1)C(C(=O)NCc1ccccc1)c1c(F)cccc1Cl (configuration not stated)	-3	8	-6	-14	7	-7	-9	-1	-1	6	-14
CN(C)S(=O)(=O)c1cccc(NC(=S)NC(=O)c2ccco2)c1	9	-51	-39	0	-184	-11	19	/	-69	-157	-112
Oc1[nH]c2ccccc2c1N=Nc1ccccc1F	-54	-79	-56	11	-229	-33	-5	2	-39	-206	-80
Cc1ccc2c(CN(C)Cc3cccc(Cl)c3)cc(=O)oc2c1C	-11	7	-26	14	-65	-26	20	1	2	-22	-54
CC(=O)N1CC(C)Oc2ccc(S(=O)(=O)NC(CC(=O)O)c3cc(C)ccc3C)cc21 (configuration not stated)	-18	-27	-11	-5	1	-16	2	-1	8	5	-11
COC(=O)c1cc2n(n1)CCN(Cc1ccc(F)cc1)C2=O	11	-11	8	-1	2	3	8	17	9	7	-25
CCCOc1c(Cl)cc(C(=O)Nc2ccc3c(c2)OCO3)cc1OCC	0	12	-30	-7	-8	10	2	0	-3	15	-45
CC(Oc1ccc(Br)cc1)c1nc2c3ccccc3nc(=S)n2[nH]1 (configuration not stated)	-3	13	48	-23	23	-38	8	-1	8	13	83*
O=C(CN1CCN(C(=O)C2CCCO2)CC1)Nc1ccc(F)cc1 (configuration not stated)	-4	3	-10	8	14	8	6	0	3	11	4
O=C(CN1CCN(S(=O)(=O)/C=C/c2ccccc2)CC1)Nc1ccc(N2CCOCC2)cc1	-7	7	12	-8	9	0	3	-2	-1	-7	-3
CCc1ccc(OCC(=O)N/N=C/c2cc([N+](=O)[O-])ccc2N2CCOCC2)cc1	-33	-5	4	9	-14	-26	-17	-1	4	21	-57
COc1ccc(C(CCO)NC(=O)c2cccs2)cc1OC (configuration not stated)	20	-3	-5	-2	13	-8	-3	1	1	4	4
CC(c1ccc(F)cc1)n1c(-c2cccs2)n[nH]c1=S (configuration not stated)	3	-7	-6	-12	2	0	-6	4	-23	1	-21
c1ccc(N2CCCCC2)c(Nc2nc3ccccc3n3cnnc23)c1	-6	-7	24	-8	-12	2	-1	1	-22	4	-19
COC(=O)c1[nH]c2ccc(C)cc2c1NC(=O)Nc1ccc(OC)cc1	-11	6	2	3	4	-11	-13	-2	1	4	-5
COc1ccc(C(=O)/C(=C/N(C)C)S(=O)(=O)c2ccccc2)cc1	3	-20	-35	9	-201	10	33	-1	-88	-243	-120
Cc1ccc(C(C)C)c(OCC(=O)NNCC(=O)Nc2cccc(F)c2)c1	-16	14	-10	-10	-11	1	-12	/	-2	0	-4
Cc1ccc(SCC(=O)OCC(=O)N2CCN(C(=O)c3ccco3)CC2)c(C)c1	17	4	6	-1	14	10	8	1	8	5	-9

Quoted from the listing.
Cc1ccc(SCC(=O)OCC(=O)N2CCN(C(=O)c3ccco3)CC2)c(C)c1 in Peg3 promoter: 5
CN(CC(=O)Nc1cccc(F)c1)C(=O)c1ccc(N2C(=O)c3ccccc3C2=O)cc1 in TWEAK Fn14 block: -12
CCC1CCCCN1C(=O)CCS(=O)(=O)c1ccccc1 (configuration not stated) in HIF-2a block: -115
CCn1c(SCC(=O)Nc2ccc(C)cc2)nnc1-c1cnccn1 in Peg3 promoter: -1
O=C(CN1CCN(S(=O)(=O)/C=C/c2ccccc2)CC1)Nc1ccc(N2CCOCC2)cc1 in Shn3 inh set2: 7
CC(c1ccc(F)cc1)n1c(-c2cccs2)n[nH]c1=S (configuration not stated) in Shn3 inh set2: -7

Next part:
SMILES	CF NFkB block	Shn3 inh set2	TROY NFkB inh	KKLEB cytotox	HIF-2a block	TWEAK Fn14 block	C8 TRAIL sens	NR2E3 ag-1	TRPM1 prom inh	Peg3 promoter	NR2E3 ag-2
c1ccc(COc2ccc(OCCCCN3CCCC3)cc2)cc1	18	-33	-21	-2	-100	8	9	-2	-5	-163	-85
O=C(NCc1ccco1)c1ccc2snnc2c1	12	15	5	-1	-10	18	1	2	3	-1	-13
C=CCOC(=O)C1=C(C)Nc2nnnn2C1c1cccs1 (configuration not stated)	18	-1	11	-11	8	22	-10	10	17	9	-12
O=C(OCc1ccccc1)N1CCC2CC1c1cc(-c3cc4ccccc4o3)ccc12 (configuration not stated)	8	8	2	-12	-6	-4	17	/	/	21	-13
CCCn1c2c(c(O)c(C(=O)NC)c1=O)CCCC2	6	-4	16	-5	18	-5	-18	3	2	-1	4
CCNC(=S)N/N=C(\C)c1cc2ccccc2o1	-8	-35	-51	-5	-146	-4	8	-1	-11	-169	-11
COCCNC(=O)CN1CCC(NC(=O)C(C)(C)C)CC1	5	-13	2	9	-13	2	4	1	2	4	-8
C[C@@H]1CN([C@@H](C)CO)S(=O)(=O)c2ccc(Br)cc2O[C@H]1CN(C)C(=O)c1ccncc1	4	-25	7	-3	6	5	3	/	/	3	-1
CCSc1nc2ccccc2n1C(=O)Oc1ccccc1	18	-18	-4	-20	13	-10	-15	0	4	-2	-1
CC1(C(=O)NS(=O)(=O)Cc2cccc(Cl)c2)CCN1C(=O)Cc1ccc(-c2ccccc2)cc1 (configuration not stated)	6	-7	10	0	-3	1	1	/	/	8	14
COc1ccc(-n2c(COc3ccc(C)cc3)nnc2SCC(N)=O)cc1	-15	5	-7	8	9	-9	-10	-3	-2	9	2
CCCCN(C=O)c1c(CC)nc2c(OCC(=O)C(C)(C)C)cccn12	7	-16	0	-14	10	16	-13	/	/	-10	-10
CSc1ncccc1C(=O)Nc1cc(C)ccn1	-31	-23	9	24	-26	20	-6	-4	5	-8	-36
CC(C)S(=O)(=O)C1=NSC2=NC(=O)/C(=C\c3ccc(OC(=O)c4ccco4)cc3)C(=N)N21	-7	-23	0	4	2	0	-27	1	4	-19	-33
CSc1ccccc1NC(=O)C1CCCO1 (configuration not stated)	-8	-38	9	-1	-3	2	-18	4	-2	8	0
COc1ccccc1C(=O)C1CCCN(C(=O)c2cn3cc(Cl)ccc3n2)C1 (configuration not stated)	-10	7	-23	12	-80	2	-2	-2	-13	-62	-20
Cc1onc(-c2ccccc2)c1CNC(=O)C1COc2ccccc2O1 (configuration not stated)	5	0	9	7	11	7	15	-1	-18	17	-3
CCN(CC)c1ccc(/C=N/NC(=O)CC(C)C)cc1	12	-33	-38	-2	-102	-13	-6	-4	-24	-98	6
CSc1nc(N2CCOCC2)nc2ccc(C)cc12	-6	-29	-35	15	-104	3	1	4	-25	-59	-13
CCOC(=O)/C(C#N)=C/C=C1\C=Cc2ccccc2N1CC	-25	-3	-18	11	-146	-36	8	-1	-27	-50	-6
Cc1ccc(C(=O)NCc2cccc(C(F)(F)F)c2)cc1S(=O)(=O)N1CCCCC1	-4	18	20	-1	0	10	20	/	12	11	-4
CCOC(=O)c1ccc(S(=O)(=O)N2CCN(CC(=O)NC(=O)NC3CCCCC3)CC2)cc1	12	7	15	5	16	-1	2	1	22	13	17
O=C(Nc1cccc(C(=O)NC2CC2)c1)c1ccc(Cl)c(S(=O)(=O)N2CCOCC2)c1	5	-4	-6	-23	0	1	-1	1	-2	10	5
CCC(=O)Nc1cc2c(cc1C(=O)c1ccccc1)OCCO2	1	-8	2	1	1	-12	12	3	-10	14	-64
COc1ccc(C2CCCN2C(=S)Nc2cccc(Cl)c2C)cc1OC (configuration not stated)	22	16	4	0	24	6	2	-1	13	14	14
O=C1CN(C(=O)/C=C/c2ccc(Cl)cc2Cl)CCN1	-13	-32	-32	-10	-118	-11	7	4	-34	-70	-32
COc1cc(OC)cc(C2=Cc3ccccc3C(CC(=O)c3ccco3)N2c2ccc(-c3ccc(C(N)=O)cc3)cc2)c1 (configuration not stated)	/	/	-22	/	-6	-12	-16	/	/	/	9

Compound profiles, as listed above. Order of screens: CF NFkB block, Shn3 inh set2, TROY NFkB inh, KKLEB cytotox, HIF-2a block, TWEAK Fn14 block, C8 TRAIL sens, NR2E3 ag-1, TRPM1 prom inh, Peg3 promoter, NR2E3 ag-2
`CCC(=O)Nc1cc2c(cc1C(=O)c1ccccc1)OCCO2` as listed: 1, -8, 2, 1, 1, -12, 12, 3, -10, 14, -64
`CC(=O)N1CC(C)Oc2ccc(S(=O)(=O)NC(CC(=O)O)c3cc(C)ccc3C)cc21` (configuration not stated) as listed: -18, -27, -11, -5, 1, -16, 2, -1, 8, 5, -11
`CCn1c(SCC(=O)Nc2ccc(C)cc2)nnc1-c1cnccn1` as listed: -6, -5, -17, 10, -12, -4, 6, -4, 0, -1, -26
`COc1ccc(C2CCCN2C(=S)Nc2cccc(Cl)c2C)cc1OC` (configuration not stated) as listed: 22, 16, 4, 0, 24, 6, 2, -1, 13, 14, 14
`Cc1ccc2c(CN(C)Cc3cccc(Cl)c3)cc(=O)oc2c1C` as listed: -11, 7, -26, 14, -65, -26, 20, 1, 2, -22, -54

Shown as a hit in NR2E3 ag-2 (from the list above):
canonical_smiles | CF NFkB block | Shn3 inh set2 | HIF-2a block | TWEAK Fn14 block | NR2E3 ag-1 | TRPM1 prom inh | Peg3 promoter | NR2E3 ag-2
CC(Oc1ccc(Br)cc1)c1nc2c3ccccc3nc(=S)n2[nH]1 (configuration not stated) | -3 | 13 | 23 | -38 | -1 | 8 | 13 | 83*

Not all compounds are listed (hit frequency here may not be typical).
